D2 PAM = positively modulates the human D2 dopamine receptor allosterically; potentiation, % at 10 µM; P14416; HEK293 T-REx D2, calcium flux, EC20 dopamine potentiation; 0.34% of 340,000 active;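 active means potentiation over 3 SD above the plate norm, cut at about 30% in these data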; further: 0% is about no effect
Target sequence (P14416 whole entry, looked up): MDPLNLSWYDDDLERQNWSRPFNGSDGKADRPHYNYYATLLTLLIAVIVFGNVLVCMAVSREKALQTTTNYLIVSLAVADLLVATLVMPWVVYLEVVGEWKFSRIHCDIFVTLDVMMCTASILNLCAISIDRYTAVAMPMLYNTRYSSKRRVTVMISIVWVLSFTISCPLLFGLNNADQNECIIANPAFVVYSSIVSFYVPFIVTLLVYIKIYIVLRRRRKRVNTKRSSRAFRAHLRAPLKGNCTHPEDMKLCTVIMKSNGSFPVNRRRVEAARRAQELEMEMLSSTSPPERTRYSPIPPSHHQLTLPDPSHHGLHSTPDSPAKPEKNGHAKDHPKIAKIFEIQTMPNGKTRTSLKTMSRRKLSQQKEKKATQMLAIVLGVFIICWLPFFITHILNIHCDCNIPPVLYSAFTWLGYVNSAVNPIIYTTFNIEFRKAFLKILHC
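Potentiation of an EC20 dopamine calcium response is measured in a force-coupled, tetracycline-inducible Hek293 Trex D2 line. Compound-only kinetic reads over 180 s flag agonists before dopamine addition.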
RXFP1 agonist = activates the human relaxin receptor RXFP1. 0.3% of 370,000 active. AID 2676. Potency, µM (highest dose often 57.5 µM), for inactives: at the highest dose activation, usual class: activators. HEK293T-RXFP1 cAMP TR-FRET, 30 min; response scale: percent of porcine relaxin response, buffer zero. Q9HBX9; further: potency means the concentration at half of the fitted maximal effect; on the % scale 0 is the no-effect control and ±100 the full control effect; nearly all actives have a fitted effect of over 60% in size; many of its hits are not listed in these tables
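HEK293T cells stably expressing RXFP1 were pretreated with the PDE4 inhibitor Ro 20174, exposed to compounds for 30 min at 37C, lysed, and cAMP was read by TR-FRET. Data normalized to buffer (basal) and 29 nM porcine relaxin (100%).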
D1 antagonist = antagonists of human D1 dopamine receptor; P21728; HEK293 TREx D1 cells, calcium flux, dopamine EC80; stronger effect = lower value; activity change, negative = inhibition, % at 10 µM; 3.2% of 360,000 active; AID 504652; in the data active means activity change below about -30%; further: on the % scale 0 is the no-effect control and ±100 the full control effect
Target sequence (P21728 whole entry, looked up): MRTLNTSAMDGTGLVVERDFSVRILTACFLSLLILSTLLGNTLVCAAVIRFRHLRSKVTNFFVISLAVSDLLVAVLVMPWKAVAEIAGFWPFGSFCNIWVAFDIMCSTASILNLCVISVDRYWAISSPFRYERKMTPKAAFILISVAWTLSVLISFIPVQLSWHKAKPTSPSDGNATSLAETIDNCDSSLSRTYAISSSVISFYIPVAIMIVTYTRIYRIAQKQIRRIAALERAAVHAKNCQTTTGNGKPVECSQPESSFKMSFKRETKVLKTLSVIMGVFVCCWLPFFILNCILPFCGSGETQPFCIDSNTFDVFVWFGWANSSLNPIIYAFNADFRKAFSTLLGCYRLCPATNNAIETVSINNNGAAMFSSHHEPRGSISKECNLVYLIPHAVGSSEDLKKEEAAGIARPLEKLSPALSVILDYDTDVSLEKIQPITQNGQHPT
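Allosteric or orthosteric antagonism assessed as attenuation of the calcium response to EC80 dopamine, added 180 s after compound, in induced HEK293 Trex D1 cells loaded with no-wash calcium dye.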
LDHA block = LDHA (human) enzyme inhibition. activity change, % (values are at about 110 or 230 µM). purified LDHA, NADH/diaphorase-resazurin fluorescence; stronger effect = lower value. 0.15% of 480,000 active; in the data active means activity change below about -30%; inconclusive means mostly about -25% to -30%;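 further: plate controls were DMSO wells for no effect and wells without enzyme for full effect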
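Resorufin fluorescence (ex540/em590), read at 0 and 20 min after diaphorase/resazurin addition, reports the NADH left after a 5 min room-temperature reaction of 2 nM human LDH5 with 0.06 mM NADH and 0.2 mM pyruvate.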
D1 PAM = enhances dopamine response at the human D1 receptor; P21728; HEK293 TREx D1 cells, calcium flux, dopamine EC20 potentiation; potentiation, % at 10 µM; 0.036% of 360,000 active; in the data active means potentiation above about 30%; further: 0% is about no effect
Vif-APOBEC3G blk = blocks the Vif interaction with human APOBEC3G. Q9HC16. HeLa A3G-eYFP + Vif (tagged APOBEC3G with the HIV-1 protein that degrades it), YFP fluorescence, overnight. Potency, µM (highest dose often 46.1 µM), inactives show at the top dose activity, negative = active, usual class: inhibitors. 0.076% of 410,000 active. AID 602310;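 further: potency means the concentration at half of the fitted maximal effect; on the % scale 0 is the no-effect control and ±100 the full control effect; nearly all actives have a fitted effect of over 60% in size; hits raise eYFP signal because A3G escapes Vif-driven loss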
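HeLa cells stably expressing Vif and C-terminally eYFP-tagged A3G, seeded overnight at 37 deg C, then exposed to compound by pintool overnight at 37 deg C. Rise in yellow fluorescence (Ex 488/Em 500-530, Acumen) marks blocked Vif-driven A3G degradation.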
D1 ag = agonists of human D1 dopamine receptor | activation, % at 2 µM | P21728 | 1% of 360,000 active | AID 504660 | HEK293 T-REx D1 cells, calcium flux, agonist mode; in the data active means activation above about 30%; further: 0% is about no effect
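Tetracycline-induced HEK293 TREx D1 cells, force-coupled to calcium signalling, were dye-loaded with a no-wash calcium kit. Compound was pin-added after a 10 s baseline. Fluorescence was read kinetically at 1 cycle/s for 180 s, with calcium rises flagged as agonism.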
Vif-A3F inh = Vif-A3F binding inhibition. HeLa A3F-eYFP + Vif (tagged APOBEC3F with the HIV-1 protein that degrades it), YFP fluorescence increase. Potency, µM (doses to about 46.1 µM), inactives show top-dose activity, negative = active. 0.2% of 390,000 active. AID 602313; further: potency means the concentration at half of the fitted maximal effect; % of control where 0% means no effect; nearly all actives have a fitted effect of over 65% in size
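Fluorescence increase (Ex 488/Em 500-530) after overnight compound treatment at 37 deg C flags inhibition of Vif-driven A3F-eYFP loss in stable HeLa A3F-eYFP/Vif cells seeded overnight beforehand.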
GRP78 ERSR act = inducers of ER stress response in human glioma cells | AID 602332 | U87-MG GRP78 promoter luciferase reporter, 16 h | Potency, µM, without a hit: at the highest dose activation, actives largely listed as activators | 0.02% of 420,000 active; further: potency means the concentration at half of the fitted maximal effect; series mostly up to about 76 µM; % of control where 0% means no effect; nearly all actives have a fitted effect of over 35% in size
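Stably transfected U87-MG human glioma cells carrying a GRP78-based luminescent sensor were seeded at 1000 cells/well, pin-dosed with compounds and incubated 16 h. Luciferase reagent was then added, and end-point luminescence was read after 10 min at room temperature.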
* hit, by the source's call; u = inconclusive; x = no result given; & = joins results of further samples. Unless noted, the call rests on the fitted dose curve; in most records, active means well fitted curve in the direction sought with a large enough effect; inconclusive means small, poorly fitted or top-dose-only effect, or another doubt; inactive means no such curve, though single readings can be large; an effect the other way counts as inactive or inconclusive. This is a subset. The share of hits here may be higher or lower than overall.

SMILES | D2 PAM | RXFP1 agonist | D1 antagonist | LDHA block | D1 PAM | Vif-APOBEC3G blk | D1 ag | Vif-A3F inh | GRP78 ERSR act
CC(=O)C1=C(O)C(=O)N(CC(=O)O)C1c1ccccc1Cl (centres undefined) | -5.6 | 6.9% | -10.4 | -0.3 | 0.6 | 0.2% | 0.9 | -0.8% | -3.9%
CCN(C(=O)COc1ccccc1[N+](=O)[O-])C1CCS(=O)(=O)C1 (centres undefined) | 3.6 | 2.4% | -9.1 | -4.2 | -2.4 | 4.1% | 0.9 | 2.1% | -0.9%
O=C(COc1ccc2c(-c3ccccc3)cc(=O)oc2c1)NCCN1CCOCC1 | -3.0 | -3.4% | -1.4 | -2.2&3.1 | -4.5 | -4.7% | 3.6 | -4.0% | -6.1%
CCc1ccc(NC(=O)CSc2n[nH]c(=O)n2C2CC2)cc1 | -3.2 | 0.8% | -22.8 | -3.3 | 11.2 | 0.2% | 2.3 | 0.5% | -3.1%
O=C(c1cc2cc(F)ccc2[nH]1)N1CCc2ccccc21 | -2.9 | 15.2% | -9.8 | -0.2 | -4.4 | -8.0% | 0.4 | 7.0% | u
O=C(CSc1c2c(nc3cc(Cl)ccc13)CCCC2)NCc1ccccc1Cl | 8.8 | 2.2% | -4.7 | -2.7 | -2.0 | -3.7% | 9.1 | 1.2% | -7.8%
Oc1ccc(-c2n[nH]c(C(F)(F)F)c2-c2ccccc2)c(O)c1 | 2.9 | 1.1% | 5.8 | 4.7 | -1.3 | -5.9% | 2.0 | -10.4% | 0.1%
O=C(CCN1C(=O)C2CC=CCC2C1=O)OCC(=O)c1ccc(F)cc1 (centres undefined) | x | x | x | -3.7 | x | 1.1% | x | -2.9% | -1.2%
COc1ccc(CN2CCN(C(=O)c3cc(OC)c(OC)c(OC)c3)CC2)cc1OC | -9.6 | -0.3% | -20.9 | -19.1 | -4.8 | 4.3% | -0.7 | -23.0% | -5.0%
CCOC(=O)N1CCN(C(=O)c2ccc(CS(=O)c3ccccc3)o2)CC1 (centres undefined) | 7.7 | -0.1% | -5.1 | -0.2 | -2.0 | -3.7% | 2.8 | 4.4% | -5.2%
CCCCN(C)C(=O)CS(=O)(=O)Cc1nc(-c2cccc(OC)c2)oc1C | -3.2 | 2.9% | 55.0 | -7.0 | 0.9 | 4.4% | -1.9 | -1.9% | -1.7%
Cc1ccc(C)c(NC(=O)c2cc(S(=O)(=O)N3CCCCC3)ccc2N2CCOCC2)c1 | -1.2 | -1.1% | 0.3 | 0.9 | -11.0 | -1.1% | 4.0 | -12.0% | -3.1%
Cc1cc(C(=O)COC(=O)c2ccc(O)cc2O)c(C)n1C(C)C | 5.2 | -1.2% | 3.2 | 0.8 | 1.7 | -3.7% | 10.2 | -3.0% | 1.5%
CCOC(=O)c1csc(NC(=O)CSc2nnnn2-c2ccc3c(c2)OCCO3)n1 | 4.3 | -0.6% | -16.8 | -1.6 | -3.4 | 0.2% | 15.1 | 0.3% | 0.6%
O=C(NC(Cc1ccccc1)C(=O)OCC(=O)N1CCc2ccccc21)c1ccco1 (centres undefined) | -15.2 | -0.6% | -19.6 | -0.9 | 1.6 | -1.8% | 3.0 | -4.3% | 2.1%
C=CCSc1nc2c(C(=O)OCC)nnn2c2ccccc12 | 13.0 | -1.2% | 9.4 | -8.5 | -5.8 | -4.9% | 3.2 | u | -4.0%
COc1ccc(C(=O)CSc2nccc(=O)[nH]2)cc1 | -11.8 | -1.5% | -2.7 | 4.1 | -2.5 | -0.6% | 2.6 | -8.1% | -2.7%
CN(CCCNC(=O)CCC(=O)N1CCOc2ccc(Cl)cc21)Cc1ccccc1 | x | -0.1% | -30.9* | -2.5 | -14.1 | 1.2% | 6.3 | -1.0% | -4.6%
Cc1nnc(Cc2ccccc2)c2n[nH]c(C)c12 | x | x | x | -18.1 | x | 1.2% | x | -3.7% | -7.3%
COc1cc2c(cc1OC)C(C)N(C(=O)CCNC(=O)c1ccccc1)CC2 (centres undefined) | 2.8 | -3.7% | 0.4 | -4.8 | -0.5 | 1.0% | 3.8 | -5.3% | -0.2%
CSCCC(NC(=O)C1CCCCC1)c1nc2ccccc2[nH]1 (centres undefined) | 5.4 | -3.2% | -14.0 | -3.6 | -2.7 | -0.6% | 1.5 | 8.2% | 1.2%
CCc1ncc(CN2CCCC(C(=O)Nc3ccc(-c4cscn4)cc3)C2)cn1 (centres undefined) | 0.3 | -2.2% | 2.3 | -14.5 | 3.0 | -1.4% | -0.5 | -14.1% | -3.2%
CN(C)CCOc1ccccc1-c1ccccc1 | x | 0.8% | 1.5 | u | -8.9 | -7.0% | 4.4 | -9.7% | -2.7%
O=Cc1ccc(Oc2cc(-c3ccccc3)nc(-c3ccccc3)n2)cc1 | -4.9 | -0.4% | 7.8 | -5.6 | -2.8 | 0.4% | 1.3 | -17.1% | -3.2%
COc1ccc(-c2c(-c3ccc(C#N)cc3)oc(=O)c3cc(OC)c(OC)cc23)cc1 | x | x | x | 1.1 | x | -0.7% | x | 4.1% | -3.6%
COC(=O)c1cnc(Oc2ccc(NC(=O)NC(=O)c3c(F)cccc3F)cc2)cc1C(F)(F)F | -5.1 | -0.1% | -3.1 | -1.7 | -4.8 | -5.1% | 4.6 | 13.4% | -4.1%
COc1ccc(C(=O)NCc2ccc(N3CCN(C)CC3)cc2)cc1 | 9.5 | 0.0% | -1.6 | -3.9 | -2.8 | 1.3% | 0.0 | 8.5% | -4.0%
CCOc1ccccc1C(=O)NCC(=O)OCc1c(C)noc1C | 1.5 | 2.7% | -16.2 | -7.7 | 0.2 | 0.4% | 3.1 | 3.1% | -5.2%
Cc1cc(Cl)c2oc(C(=O)N3CCN(c4cnccn4)CC3)c(C)c2c1 | x | x | x | 2.6 | x | -4.6% | x | 4.4% | 4.6%
Cc1c(/C=N/NC(=O)c2sc3ccccc3c2Cl)cnn1C | 3.1 | 0.9% | 4.5 | -1.6 | 1.2 | -15.8% | 1.2 | -7.3% | -2.9%
COc1ccc([C@@H]2[C@@H]3C(=O)N(C(C)(C)C)C(=O)[C@@H]3[C@]3(Cc4ccc(Cl)cc4)C(=O)N(c4ccc(C)cc4)C(=O)N23)cc1 | -3.5 | 0.9% | -6.7 | -4.8 | -5.5 | 1.4% | 4.7 | -0.5% | -2.3%
COc1ccc(S(=O)(=O)N2CCOC2CNC(=O)C(=O)NCc2ccco2)cc1C (centres undefined) | -4.7 | 0.0% | 0.7 | 0.5 | -1.1 | 1.2% | -0.3 | 4.7% | -2.3%
O=C(Nc1ccc(-c2ccco2)cc1)C1CCCN(Cc2ccco2)C1 (centres undefined) | x | x | x | 0.5 | x | 0.3% | x | 1.1% | -0.6%
COc1cc(C(=O)NCCC2=CCCCC2)cc(OC)c1OC | -16.5 | 1.8% | 20.4 | 2.5 | -4.9 | 0.5% | 0.4 | -2.1% | 0.7%
CC(C)(C)C1CCC(=NNC(=O)C(=O)NC2CCCCC2)CC1 (centres undefined) | -0.4 | 0.8% | -5.4 | -6.3 | 4.5 | -4.7% | -0.9 | 10.7% | -2.9%
O=[N+]([O-])c1ccc(N2CCN(c3ccccc3Cl)CC2)cn1 | -2.3 | 1.8% | 4.8 | 4.4 | -7.0 | -11.7% | 5.1 | 9.1% | 4.8%
Cc1cccc(C)c1NS(=O)(=O)c1ccc(-c2ccc(=O)[nH]n2)o1 | 21.3 | -0.7% | -7.8 | -12.6 | -3.1 | -1.4% | 0.3 | -9.8% | -2.2%
CCOC(=O)N1CCC2(CC1)NC(=O)c1ccccc1N2 | x | x | x | -4.2 | x | 0.2% | x | -1.5% | -6.2%
C=CCN(CCNP(=O)(OCC)OCC)CP(=O)(OCC)OCC | 1.3 | 0.7% | -8.7 | 0.8 | -8.2 | 1.4% | 2.8 | -2.3% | -6.6%
COc1ccccc1OCCOc1ccc(/C=C2\C(=N)N3N=C(C)SC3=NC2=O)cc1 | -6.1 | -1.6% | -3.2 | -8.4 | -2.0 | 1.6% | 3.8 | 4.7% | -1.1%
CC(C)(C)n1nnc(CCc2nnn(C(C)(C)C)n2)n1 | -10.8 | 1.3% | -0.2 | -7.9 | 0.1 | 1.3% | 2.9 | -3.0% | -1.1%
CCc1ccc(CN2CCC(Oc3ccc(C(=O)N4CCCCC4)cc3)CC2)cc1 | -8.9 | -1.2% | 4.6 | -13.0 | 2.8 | -0.9% | 2.8 | -0.9% | 2.4%
Cc1nn(Cc2ccccc2)c(C)c1NC(=O)Cn1nc([N+](=O)[O-])c(Cl)c1C | 0.7 | 2.6% | -10.3 | -5.0 | -2.5 | 0.6% | 0.4 | -1.7% | 0.1%
Cc1nc(N2CCOCC2)c2oc3ccccc3c2n1 | 14.6 | 3.7% | -6.5 | -11.5 | 8.9 | -1.0% | 1.8 | 11.3% | -3.6%
O=C(O)COc1ccc(/C=N/NC(=O)c2ccccc2Br)cc1 | 1.3 | 0.6% | -15.2 | -3.3 | 1.6 | -4.3% | -0.1 | 2.0% | -3.1%
Cc1[nH]nc(SCC(=O)N2CCCCC2)c1[N+](=O)[O-] | 8.1 | 4.4% | 24.7 | -6.4 | 2.9 | -0.6% | -1.4 | -5.9% | 0.6%
Cc1ccc(NC(=O)N2CCc3ccccc3C2)cc1 | -6.8 | -1.2% | -4.3 | 1.9 | -4.9 | 1.2% | 2.3 | -21.2% | 10.7%
